Bioassay records deposited in PubChem BioAssay by National Center for Advancing Translational Sciences (NCATS).
APE1 inh: APE1 (human) endonuclease inhibition; AID 2517; P27695; 350,000 tested, 0.35% active; recombinant APE1, TAMRA/BHQ-2 abasic DNA cleavage fluorescence; Potency, µM (highest dose often 65.8 µM), inactives show at the top dose activity change, negative = inhibition, most hits filed as inhibitors;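 note: potency is the fitted concentration of half-maximal effect; plate controls were vehicle for no effect and reference inhibitor for full effect; nearly all actives have a fitted effect of over 55% in size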
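Kinetic fluorescence read (525 ex/598 em nm, three reads 60 s apart) of AP-site incision; signal = third minus first read. Enzyme 0.75 nM, dual-labelled THF duplex 50 nM, compound preincubation 15 min RT.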
ALOX12 inh: ALOX12 (human) lipoxygenase inhibition | P18054 | purified 12hLO, xylenol orange hydroperoxide absorbance | Potency, µM (highest dose often 108 µM), inactives show at the highest dose activity change, negative = inhibition, actives largely listed as inhibitors | 580,000 tested, 1.1% active | AID 1671190; note: potency is the fitted concentration of half-maximal effect; % is set by controls: 0 for no effect and ±100 for the full control effect
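Purified human 12hLO (150 nM final) in 25 mM Hepes, 0.01% Triton X-100, pH 7.0 was preincubated 15 min at room temperature with compound. Then 40 uM arachidonic acid was added, 30 min. Hydroperoxide was read by Fe-XO absorbance ratio 573/405 nm.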
Apoferritin bind: candidate novel general anesthetic via apoferritin binding; P02791; apoferritin/1-aminoanthracene competitive binding, fluorescence; Potency, µM (top dose mostly 77.5 µM), inactives show at the top dose activity change, negative = displacement, hits mostly inhibitors; 350,000 tested, 0.074% active; AID 485281; note: potency is the fitted concentration of half-maximal effect; % is set by controls: 0 for no effect and ±100 for the full control effect; nearly all actives have a fitted effect of over 20% in size
Target sequence (P02791 2-175 limits assumed): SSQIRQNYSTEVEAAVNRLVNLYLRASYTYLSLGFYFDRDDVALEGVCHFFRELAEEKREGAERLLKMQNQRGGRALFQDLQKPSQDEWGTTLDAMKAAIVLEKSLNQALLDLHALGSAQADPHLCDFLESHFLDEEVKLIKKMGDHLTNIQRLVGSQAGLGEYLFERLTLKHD
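Concentration-response curves derived by four-parameter Hill fitting of normalized fluorescence, where compounds displaced 1-AMA from 10 uM horse apoferritin following a brief 10 min room-temperature incubation; propofol titration acted as positive control.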
BLM inh: blocks DNA unwinding by human BLM helicase | P54132 | recombinant BLM DNA unwinding, fluorescence dequenching | Potency, µM (doses to about 56.1 µM), without a hit: top-dose activity change, negative = inhibition, most hits filed as inhibitors | 350,000 tested, 0.2% active | AID 2528;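 note: potency is the fitted concentration of half-maximal effect; plate controls were vehicle for no effect and no enzyme for full effect; nearly all actives have a fitted effect of over 35% in size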
Pol kappa inh: inhibitors of human DNA polymerase kappa. Q9UBT6. purified Pol kappa, fluorescent DNA synthesis assay, 10 min. Potency, µM (highest dose often 107 µM), without a hit: at the top dose activity, negative = inhibition, actives largely listed as inhibitors. 400,000 tested, 0.53% active. AID 588579; note: potency is the fitted concentration of half-maximal effect; % is set by controls: 0 for no effect and ±100 for the full control effect
Target sequence (Q9UBT6 whole entry, looked up): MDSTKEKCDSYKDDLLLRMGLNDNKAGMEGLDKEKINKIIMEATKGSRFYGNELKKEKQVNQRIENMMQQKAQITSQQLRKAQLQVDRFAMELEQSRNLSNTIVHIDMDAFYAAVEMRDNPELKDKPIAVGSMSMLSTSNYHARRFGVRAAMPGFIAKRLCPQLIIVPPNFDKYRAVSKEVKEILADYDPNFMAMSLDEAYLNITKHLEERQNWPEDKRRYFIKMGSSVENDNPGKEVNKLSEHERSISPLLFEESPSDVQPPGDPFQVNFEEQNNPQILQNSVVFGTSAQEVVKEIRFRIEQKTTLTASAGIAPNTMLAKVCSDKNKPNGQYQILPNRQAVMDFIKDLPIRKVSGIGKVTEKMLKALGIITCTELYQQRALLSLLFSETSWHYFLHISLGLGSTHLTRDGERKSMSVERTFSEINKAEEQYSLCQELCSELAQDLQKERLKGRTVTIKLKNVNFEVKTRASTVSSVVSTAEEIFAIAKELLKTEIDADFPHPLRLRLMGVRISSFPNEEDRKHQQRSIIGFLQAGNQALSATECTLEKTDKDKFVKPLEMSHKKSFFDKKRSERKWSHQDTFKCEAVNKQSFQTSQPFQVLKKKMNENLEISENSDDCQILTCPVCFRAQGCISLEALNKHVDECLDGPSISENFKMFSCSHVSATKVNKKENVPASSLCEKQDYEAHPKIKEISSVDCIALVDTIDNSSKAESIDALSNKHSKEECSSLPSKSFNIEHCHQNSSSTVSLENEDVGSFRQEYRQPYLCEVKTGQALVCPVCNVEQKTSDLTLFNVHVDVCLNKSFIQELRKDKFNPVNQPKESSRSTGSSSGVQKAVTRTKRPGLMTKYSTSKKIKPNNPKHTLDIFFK
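First, compounds were pin-transferred onto 10 nM Pol kappa. After 15 min at room temperature, substrate was added to 50 nM final. Fluorescence was then measured kinetically at 0 and 10 min.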
TRHR agonist: activates the human TRH receptor; P34981; TRHR cells, calcium flux fluo-8, FDSS agonist mode; activation, % at 2 µM; 360,000 tested, 0.18% active; AID 493084; in the data active = activation above about 30%; note: 0% is about no effect
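TRHR-expressing cells, plated overnight in medium with 10% serum, were loaded with fluo-8 calcium dye at room temperature. After a 10 s baseline, library compound was pin-added and calcium release was recorded kinetically (ex 480/em 530) as agonist response.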
Pol iota inh: blocks human DNA polymerase iota activity; Potency, µM (series often up to 115 µM), without a hit: at the top dose activity, negative = inhibition, hits mostly inhibitors; Q9UNA4; 390,000 tested, 1% active; Pol iota fluorescent replication assay, 10 min; note: potency is the fitted concentration of half-maximal effect
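Pol iota at 10 nM preincubated 15 min with compounds at room temperature; reaction started with fluorescent substrate, 50 nM final. Fluorescence read kinetically at 0 and 10 min; buffer-only wells as negative control.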
ERG-DNA inh: ERG Ets/DNA interaction inhibition; fluorescence polarization, His-ERG Ets domain / labelled DNA; Potency, µM (doses to about 76.9 µM), inactives show top-dose FP activity, negative = inhibition, hits mostly inhibitors; 370,000 tested, 0.028% active; active = well fitted inhibition curve with a large enough effect in the polarisation, with a control signal flat; inconclusive = small, poorly fitted or top-dose-only effect, or effect the other way, or a change in a side signal; inactive = no such curve, though single readings can be large or run the other way; the % refers to the polarisation;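 note: polarization taken with two DNA probes labelled with fluorescein and Texas red; potency is the fitted concentration of half-maximal effect; % of control where 0% means no effect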
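His-tagged ERG Ets domain (1 uM in the protein solution; 300mM KCl, 50mM Tris-HCl, 1mM EDTA, 1mM DTT, pH 7.5) received compound, then a probe mix of 5 nM fluorescein-DNA and 100nM Texas-615-DNA. Fluorescence polarization was read for both dyes.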
POLB inh: DNA polymerase beta (human) inhibition; P06746; Pol beta primer extension/strand displacement, fluorescence kinetic; AID 485314; 340,000 tested, 1.3% active; Potency, µM (titrated, usually from 114 µM), for inactives: top-dose activity change, negative = inhibition, usual class: inhibitors; note: potency is the fitted concentration of half-maximal effect; % is set by controls: 0 for no effect and ±100 for the full control effect
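Human Pol beta at 10 nM; strand-displacement substrate 50 nM final. Compound exposure 15 min at room temperature before start, reaction 10 min at room temperature.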
An asterisk follows results filed as active; ? = inconclusive; . = not tested or not shown; & = joins results of further samples; [ ] = dose if it differs, or a comment. Unless noted, calls come from the whole dose curve; as a rule, active = well fitted curve in the direction sought with a large enough effect; inconclusive = small, poorly fitted or top-dose-only effect, or another doubt; inactive = no such curve, though single readings can be large; an effect the other way counts as inactive or inconclusive. Some of the compounds tested. The share of hits here may be higher or lower than overall.

SMILES	APE1 inh	ALOX12 inh	Apoferritin bind	BLM inh	Pol kappa inh	TRHR agonist	Pol iota inh	ERG-DNA inh	POLB inh
CCCC(=O)Nc1c2c(nn1-c1ccc([N+](=O)[O-])cc1)CS(=O)(=O)C2	41%	28%	5%	-4%	9%	1.4	14%	6%	0%
Cc1csc(CNc2ncnc3ccc(-c4ccc5c(c4)OCCO5)cc23)c1	0%&-4%	8.9µM*	.	.	-12%	0.9&-0.2	-27%	.	.
COCCCN(CC(=O)Nc1ccc(N2CCOCC2)cc1)S(=O)(=O)c1ccccc1	1%	1%	-7%	0%	-5%	-0.4	100%[activator]	-1%	-20%
CC(=O)N1CCN(S(=O)(=O)c2cccc(C(=O)NCc3ccc(F)cc3)c2)CC1	27%	-6%	.	.	-10%	.	13%	3%	.
OC(C1=CC(=Cc2ccncc2)c2ccccc21)c1ccncc1 (centres undefined)	.	?	.	.	-7%	.	66%[activator]	-1%	.
O=C(c1ccccc1)N1CCc2cc(CNS(=O)(=O)c3ccc(Cl)s3)ccc21	.	-21%	-3%	-2%	-12%[60.1 µM]	-0.8	39%[activator]	-1%	1%
CCC/C=C1/CCCOC(C(=O)NCCOC)(C(F)(F)F)C1 (centres undefined)	-2%	.	3%	3%	-15%	.	?	.	.
CC(C)(C)OC(=O)N1CCC(c2c(C(=O)NCc3ccccn3)cnn2-c2ccccc2Cl)CC1	.	-1%	2%	2%	-6%	0.2	27%	-2%	50%
CCCC(=O)Nc1nc(C)c(-c2csc(Nc3ccc(Cl)cc3)n2)s1	-5%	?	?	-3%	-24%	0.2	33%[activator]	10%	21%
COc1ccccc1N1CCN(C(=O)Cc2cccs2)CC1	19%	-13%	-13%	-3%	-16%	-0.2	-6%	-12%	?
COc1ccc(CC(=O)NC(C)c2nnc(SCCOc3ccc(OC)cc3)n2C)cc1 (centres undefined)	3%	-14%	-12%	-2%	-12%	-0.9	-8%	6%	8%
O=C(c1cncc(Br)c1)N1CCCc2ccccc21	0%	-8%	-11%	1%	-5%	-0.2	39%[activator]	-11%	0%
Cc1c2cnn(CC(=O)NCCCN3CC(C)CC(C)C3)c(=O)c2c(C)n1Cc1ccccc1Cl (centres undefined)	-7%	-21%	-14%	4%	-14%	-0.1	-19%	5%	6%
CCC(C)N1CNc2c(c(=O)[nH]c(=S)n2-c2cccc(C)c2)C1 (centres undefined)	-10%	-55%	-11%	-4%	-18%	0.1	16%	10%	46%
CCN(CC)S(=O)(=O)c1cc(NS(=O)(=O)c2c(Cl)cccc2Cl)ccc1C	-4%	-7%	?	-3%	-10%	-0.2	14%	-2%	3%
Cc1cc(C)n(CC(=O)NNC(=O)c2ccc(S(C)(=O)=O)cc2)n1	4%	-4%	.	.	-1%	.	-19%	-5%	.
Cn1c(N)c(C(=O)c2ccc(Cl)c(S(=O)(=O)N3CCCCCC3)c2)c(=O)n(C)c1=O	-5%	9%	.	.	-6%	.	15%	0%	.
O=C(/C=C/c1cccc(F)c1)NC1CCN(Cc2ccccc2)CC1	7%	?	-14%	2%	12%	-0.4	20%	-5%	-6%
COc1ccccc1NC(=O)CN1CC(=O)Nc2ccccc21	-8%	-11%	-8%	2%	-1%	-0.2	71%[activator]	2%	2%
Cc1ccc(CNC(=O)CSc2nc3ccsc3c(=O)n2-c2ccc(Br)cc2)cc1	.	?	-5%	0%	-4%[60.1 µM]	0.1	12%	3%	43%
CCOC(CCc1c(C)nc(NC(C)=O)[nH]c1=O)OCC	69%[activator]	-4%	-9%	0%	-21%	2.3	3%	-2%	13%
Cn1c(Cc2ccccc2)nnc1SCC(=O)Nc1ccc2c(c1)OCCO2	3%	14%	-15%	3%	-18%	-0.3	-6%	-3%	28%
CCCc1cc(=O)[nH]c2nnc(SCC(=O)Nc3cccc(C)c3)n12	.	-6%	4%	3%	3%[60.1 µM]	0.0	-3%	-4%	5%
Cc1cccc(C)c1NC(=O)CSc1nnc(Cn2nnc(-c3ccccc3)n2)n1-c1ccccc1	-6%	-2%	?	-9%	-9%	1.5	6%	-5%	0%
CNC(=S)N/N=C(\C)c1cccc([N+](=O)[O-])c1	1%	?	-6%	-10%	-5%	-0.1	68%[activator]	-3%	3%
CC(C)(C)OC(=O)N1CCC(C(=O)Nc2ccc(C(=O)NCCc3ccccc3)cc2)CC1	.	-5%	.	.	-11%	.	16%	-7%	.
CCOc1ccc(C(C)=O)cc1CSC(=N)N	6%	-15%	-1%	-6%	-16%	0.0	-21%	-4%	34%
CCOc1ccccc1CN1CCC(CO)(CCOc2ccccc2)CC1	2%	-18%	-13%	-8%	-5%	-0.3	73%[activator]	-1%	-14%
Cc1ccc(C)c(NC(=O)Cn2nnc(-c3ccc(N4CCOCC4)cc3)n2)c1	-6%	-17%	-5%	-3%	8%	-0.7	3%	-13%	10%
COC(=O)c1ccc(NC(=O)CSc2nc(=O)[nH]c3c2CCCC3)cc1	.	-21%	-13%	-2%	-6%[60.1 µM]	-0.1	19%	-6%	13%
CC(C)(C)OC(=O)N1CCC(c2c(C(=O)N3CCN(c4ccccn4)CC3)cnn2-c2ccc(F)cc2)CC1	.	-4%	-7%	4%	-11%	4.4	0%	-4%	-6%
O=C(C[N+]12CC[N+](CC(=O)c3ccc(F)cc3)(CC1)CC2)c1ccc(F)cc1	-13%	0%	3%	4%	-1%	-0.2	-11%	-18%	36%
COc1ccc(SCC(CC(C)C)N2CCN(C)CCC2=O)cc1 (centres undefined)	-1%	.	-1%	4%	-17%	.	5%	.	.
O=C(CSc1cn(CC(=O)N2CCOCC2)c2ccccc12)N1CCOCC1	60%[activator]	-2%	1%	-1%	0%	-0.1	28%	-4%	-1%
CC(C)C(=O)Nc1ccc(NC(=O)c2cccc(F)c2)cn1	0%	?	-16%	-5%	-12%	-0.6	-9%	-19%	1%
COc1ccc(N(C)C(=O)NCc2noc3ccc(C)cc23)c(OC)c1	.	-8%	-6%	6%	7%	-0.2	28%	10%	14%
O=C(c1nc(-c2ccc(Cl)cc2)n2c1CCCCC2)N1CCN(c2ccc(F)cc2)CC1	.	-18%	-5%	-7%	-1%	-0.1	18%	0%	16%
CCOCCc1c(O)nc(SCC(=O)NCc2ccco2)[nH]c1=O	9%	0%	-7%	1%	-31%	1.4	?	6%	1%
COCC(=O)Nc1cc(OC)c(Cl)cc1OC	-3%	0%	-9%	0%	-16%	-0.6	10%	1%	-1%
CC(=O)Oc1cccc(C(=O)Nc2c[nH]c(=O)[nH]c2=O)c1	3%	-7%	-1%	-8%	-2%	-0.7	96%[activator]	-5%	2%
COc1ccc(C(C(=O)NC2CCCC2)N(CCCO)C(=O)Cn2nnc(-c3ccc(C)o3)n2)cc1 (centres undefined)	-12%	?	5%	-4%	0%	-0.4	2%	-9%	3%
O=S1(=O)CCC(NC(=S)Nc2ccc(Cl)cc2)C1 (centres undefined)	2%	-18%	2%	3%	1%	0.0	0%	-9%	1%
N#CCC1c2ccccc2CCN1C(=O)Nc1ccc(C(F)(F)F)cc1 (centres undefined)	-4%	1%	1%	-10%	-11%	0.1	1%	2%	-23%
O=C(CN1C(=O)c2ccccc2S1(=O)=O)NCCSCc1c(F)cccc1Cl	19%	8.9µM*	?	-2%	0%	-0.7	15%	?	1%
CCC(=O)N1CCc2cc(Br)cc(S(=O)(=O)N3CCC(C(=O)NC(C)C)CC3)c21	-8%	-26%	-1%	-2%	-6%	-1.7	13%	-2%	-16%

Part of the list above, reformatted.
Results follow in this order: APE1 inh | ALOX12 inh | Apoferritin bind | BLM inh | Pol kappa inh | TRHR agonist | Pol iota inh | ERG-DNA inh | POLB inh
> COc1ccccc1N1CCN(C(=O)Cc2cccs2)CC1
  19% | -13% | -13% | -3% | -16% | -0.2 | -6% | -12% | ?
> COc1ccc(CC(=O)NC(C)c2nnc(SCCOc3ccc(OC)cc3)n2C)cc1 (centres undefined)
  3% | -14% | -12% | -2% | -12% | -0.9 | -8% | 6% | 8%

(next part)
SMILES	APE1 inh	ALOX12 inh	Apoferritin bind	BLM inh	Pol kappa inh	TRHR agonist	Pol iota inh	ERG-DNA inh	POLB inh
COc1ccc([C@H]2CC(=O)C=C(c3cccc(OC(F)(F)F)c3)C2)cc1	-16%	0%	.	.	-7%	0.6	-13%	-1%	.
CCCN1CCc2nc(SCC(=O)Nc3ccc(C)c(Cl)c3)[nH]c(=O)c2C1	-4%	31%&40%	?	0%&-2%	-9%&8%	0.7&-0.6	18%	-9%&8%	0%&4%
CCCCN(C(=O)c1ccc2ccccc2c1)c1c(N)n(CCCC)c(=O)[nH]c1=O	17%	16%	.	.	-6%	0.1	0%	4%	.
CC(=O)c1ccc(NC(=O)CSc2nc(=O)n3cccc(C)c3n2)cc1	-2%	-10%	.	.	-1%	-0.3	-3%	3%	.
CCCc1cc(=O)oc2c(C)c(OCC(=O)N3CCC[C@@H]3C(=O)O)ccc12	63%[activator]	5%	-1%	1%	11%	0.3	10%	-18%	11%
O=C(CSc1nc2ccccc2[nH]1)NCCc1ccc(Cl)cc1	5%	-14%	-1%	-1%	-2%	-0.4	-1%	-3%	2%
CC(NC(=O)CSc1nc2sc3c(c2c(=O)n1-c1ccccc1)CCCC3)c1ccccc1 (centres undefined)	2%	-8%	-7%	2%	-5%[60.1 µM]	0.7	-11%	.	-2%
O=C(CCN1CCN(S(=O)(=O)c2ccc(Br)cc2)CC1)Nc1ccccc1F	-2%	2%	-13%	-3%	-6%	-0.2	76%[activator]	2%	1%
CCc1ccc(OCC(=O)NCC(c2ccc(OC)cc2)N2CCOCC2)cc1 (centres undefined)	.	-5%	-8%	-1%	-5%	-0.4	32%[activator]	1%	8%
CCOC(=O)N1CCC(N2C(=O)c3ccccc3C2=O)CC1	2%	8%	-4%	2%	-9%	0.3	11%	-4%	0%
CCOc1ccc(CNC(=O)Cn2nc(C)c3nn(-c4ccc(Cl)cc4)c(C)c3c2=O)cc1	.	-29%	-1%	-5%	-1%[60.1 µM]	-0.1	18%	4%	0%
